Screening results from PubChem BioAssay.
FAS-TE inh: inhibitors of human fatty acid synthase thioesterase domain. recombinant FAS-TE, OMFH fluorogenic substrate, fluorescence endpoint. inhibition, % at 15 µM. 360,000 compounds, 0.67% hits. AID 602261;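 active means compounds whose normalised, plate-corrected inhibition of enzyme fluorescence in the single-dose primary screen is 50% or more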;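 further: 0% = DMSO with enzyme and 100% = substrate without enzyme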
MsrA act: activates bovine MsrA enzyme | 360,000 compounds, 0.3% hits | activation, % at 10.6 µM | purified bovine MsrA, absorbance read-out; in the data active means activation above about 7.5%;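 further: 0% = vehicle and 100% = reference activator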
Rin1 Abl inh: blocks binding of human Rin1 to Abl; AID 588664; inhibition, % at 7.35 µM; TR-FRET Rin1/Abl binding, biochemical; 360,000 compounds, 0.4% hits; in the data active means inhibition above about 5%, passing the limit was not always enough
Target sequence (P00519 whole entry, looked up): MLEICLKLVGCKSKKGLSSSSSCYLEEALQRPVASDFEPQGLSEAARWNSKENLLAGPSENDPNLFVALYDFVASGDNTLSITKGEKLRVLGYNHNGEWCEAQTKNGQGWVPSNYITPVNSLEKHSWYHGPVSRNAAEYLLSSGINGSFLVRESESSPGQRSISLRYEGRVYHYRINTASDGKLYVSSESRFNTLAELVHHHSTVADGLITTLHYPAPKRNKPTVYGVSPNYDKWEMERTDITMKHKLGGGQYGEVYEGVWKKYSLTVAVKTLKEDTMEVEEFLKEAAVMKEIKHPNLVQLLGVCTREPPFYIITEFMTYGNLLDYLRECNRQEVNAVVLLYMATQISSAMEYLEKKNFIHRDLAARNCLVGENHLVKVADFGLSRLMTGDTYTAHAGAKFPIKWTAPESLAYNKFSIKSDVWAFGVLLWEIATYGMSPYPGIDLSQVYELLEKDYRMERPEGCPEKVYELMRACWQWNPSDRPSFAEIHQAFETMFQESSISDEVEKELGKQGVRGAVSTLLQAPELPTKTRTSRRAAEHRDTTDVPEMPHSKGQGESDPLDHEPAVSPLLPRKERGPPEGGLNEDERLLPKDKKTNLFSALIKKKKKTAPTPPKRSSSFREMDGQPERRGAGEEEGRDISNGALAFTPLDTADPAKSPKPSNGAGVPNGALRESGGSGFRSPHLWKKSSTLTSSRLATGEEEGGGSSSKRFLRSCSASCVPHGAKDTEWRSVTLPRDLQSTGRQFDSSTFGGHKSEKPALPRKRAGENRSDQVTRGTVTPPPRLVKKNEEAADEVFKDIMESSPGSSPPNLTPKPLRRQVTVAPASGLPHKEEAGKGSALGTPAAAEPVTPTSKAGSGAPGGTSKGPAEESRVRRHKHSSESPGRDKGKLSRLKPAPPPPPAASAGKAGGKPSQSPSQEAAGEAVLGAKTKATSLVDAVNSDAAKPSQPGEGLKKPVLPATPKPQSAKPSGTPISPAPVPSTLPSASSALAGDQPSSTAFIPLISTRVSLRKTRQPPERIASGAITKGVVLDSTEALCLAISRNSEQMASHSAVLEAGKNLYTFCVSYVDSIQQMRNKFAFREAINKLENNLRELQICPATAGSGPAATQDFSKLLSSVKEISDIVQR
Target sequence (Q13671 whole entry, looked up): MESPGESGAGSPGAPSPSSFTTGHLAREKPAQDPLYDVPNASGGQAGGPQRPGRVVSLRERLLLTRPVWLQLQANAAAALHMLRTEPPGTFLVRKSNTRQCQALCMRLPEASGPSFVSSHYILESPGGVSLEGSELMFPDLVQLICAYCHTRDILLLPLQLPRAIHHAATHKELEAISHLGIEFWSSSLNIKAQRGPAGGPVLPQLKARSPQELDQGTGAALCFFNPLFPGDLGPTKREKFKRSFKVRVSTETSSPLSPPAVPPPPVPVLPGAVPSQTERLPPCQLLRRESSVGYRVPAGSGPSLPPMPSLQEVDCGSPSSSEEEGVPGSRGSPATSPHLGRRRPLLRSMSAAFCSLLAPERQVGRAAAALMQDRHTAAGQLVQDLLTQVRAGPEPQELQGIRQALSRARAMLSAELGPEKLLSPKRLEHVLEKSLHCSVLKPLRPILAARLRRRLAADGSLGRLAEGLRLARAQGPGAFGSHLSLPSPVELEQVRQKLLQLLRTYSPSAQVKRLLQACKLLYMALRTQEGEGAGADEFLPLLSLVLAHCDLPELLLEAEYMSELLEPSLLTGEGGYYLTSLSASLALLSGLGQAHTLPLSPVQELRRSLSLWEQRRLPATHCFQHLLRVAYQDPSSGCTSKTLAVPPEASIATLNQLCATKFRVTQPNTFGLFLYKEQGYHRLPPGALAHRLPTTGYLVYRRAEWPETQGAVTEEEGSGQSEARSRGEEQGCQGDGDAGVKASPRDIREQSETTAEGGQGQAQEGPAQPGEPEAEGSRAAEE
Neddylation inh: cullin neddylation inhibition. P61081+Q13564. TR-FRET cullin neddylation, biochemical. calls only at 25 µM. 360,000 compounds, 0.58% hits. AID 651699; in the data active means inhibition above about 36%
SKN-1 block: blocks SKN-1 activity in C. elegans. C. elegans VP596 Pgst-4::GFP/RFP ratio, acrylamide-induced, 24 h. inhibition, % at 21.8 µM. 360,000 compounds, 0.49% hits. AID 624304;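 active means interference check ratio from 0.5 to 1.5 plus GFP to RFP signal ratio inhibition reaching or exceeding a fixed threshold, cut at about 30% in these data, passing the limit was not always enough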; further: some compounds called inactive have numbers as strong as hits
MT1-MMP act inh: inhibitors of human MT1-MMP activation | AID 651647 | GFP/RFP ratio change, % at 20 µM | 360,000 compounds, 0.061% hits | HT1080 RFP-PRO-GFP cells, GFP/RFP ratio fluorescence, overnight; percent of plate control window, DMSO zero | P50281;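 active means GFP/RFP ratio change of at least 30% with cell ATP level not reduced by more than half and red fluorescence within 50% of control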; further: strong numbers were not always called active
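Test system: HT1080 RFP-PRO-GFP cells; Benchmarks: DMSO and RFP-L50D-GFP cell wells; Timing: cells overnight before dosing, compound overnight, 37 °C, 5% CO2; Compound: one 20 µM compound dose with 1% DMSO; Read-out: GFP/RFP fluorescence ratio.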
E coli Lon inh: inhibits E. coli Lon protease; 360,000 compounds, 0.42% hits; AID 602123; inhibition, % at 7.94 µM; purified E. coli Lon protease, fluorescence polarization; P0A9M0; in the data active means inhibition above about 13%, passing the limit was not always enough;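 further: 0% = enzyme with probe and DMSO and 100% = no enzyme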
CendR NRP1 mod: modulators of CendR peptide binding to human neuropilin-1. O14786. FAM-RPARPAR peptide binding to NRP-1, fluorescence polarization. inhibition, % at 25 µM. 360,000 compounds, 0.85% hits. AID 602438;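 active means inhibition or corrected inhibition above about 18%, plus a signal ratio from 0.5 to 1.5, limit read from the data, passing the limit was not always enough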; further: strong numbers were not always called active
MsrA inhibitor: bovine MsrA inhibition. purified bovine MsrA, absorbance read-out. inhibition, % at 15.5 µM. 360,000 compounds, 0.75% hits; in the data active means inhibition above about 4.5%;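 further: 0% = vehicle wells with enzyme and 100% = reference inhibitor wells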
* marks the source's active call; other numbers are inactive results; i = inactive; · = not tested or not shown.

SMILES	FAS-TE inh	MsrA act	Rin1 Abl inh	Neddylation inh	SKN-1 block	MT1-MMP act inh	E coli Lon inh	CendR NRP1 mod	MsrA inhibitor
COc1ccccc1CNC(=O)CN1C(=O)c2ccc([N+](=O)[O-])cc2C1=O	25	0	-1	i	13	-3	10	1	-0.7
CCOC(=O)CNC(=S)N(CCCN1CCCCCC1)Cc1cccs1	-2	0	3	i	3	-1	3	0	0.4
O=C1c2cccc3cccc(c23)C(=O)N1CCN1CCN(CC(O)COc2ccc3ccccc3c2)CC1 (stereo not drawn)	-8	2	-7	i	8	7	-3	-1	0.9
CCc1cc(C(=O)N(CC(C)C)c2c(N)n(Cc3ccccc3)c(=O)[nH]c2=O)sc1C	-6	-8	5	i	0	0	12	-5	0.9
O=C(CCn1cccc1)NCc1ccccc1	-4	0	-2	i	-5	-1	1	6	-0.8
COc1ccc(OC(=O)N2C/C(=C/c3ccccc3)C(=O)/C(=C\c3ccccc3)C2)cc1	20	-2	1	i	1	-19	-13	0	0.6
Cc1cc(=O)oc2c3c(cc(OCC(=O)NCc4ccccn4)c12)OC(C)(C)CC3	-3	-3	-2	·	12	-2	-8	7	2.4
CCCCOc1ccc(-c2csc(N)n2)cc1[N+](=O)[O-]	18	-5	-3	i	3	3	-3	-1	9.4*
Cn1c2c(c(=O)c3ccccc31)CCC(C)(C)O2	-14	-2	-1	i	5	6	-6	2	0.8
COc1cccc(C(=O)NC(Cc2ccccc2)c2ccc3c(c2)OCCCO3)c1 (stereo not drawn)	20	0	2	i	-2	-3	-4	0	0.6
CC(=O)c1c(C)[nH]c(C(=O)OCC(=O)Nc2cc(Cl)ccc2[N+](=O)[O-])c1C	28	-4	1	i	2	-15	7	-4	1.0
CC(C)Cc1ccc(CN2CCCC(NC(=O)Cn3cnnn3)C2)cc1 (stereo not drawn)	8	-9	1	i	1	4	9	6	-0.8
CC1=CC(C)C(=O)N(CCN2CCOCC2)C(C)=C1 (stereo not drawn)	-10	-2	-4	i	-22	-1	-6	2	-1.3
Cc1c(C(=O)N/N=C/c2cccs2)nnn1-c1nonc1N	-2	0	0	i	-5	1	-3	-1	4.5
CC(=O)c1ccc(OCC(O)CN2CCN(CC(O)COc3ccc(C(C)=O)cc3)CC2)cc1 (stereo not drawn)	-5	-1	-2	i	-6	5	4	1	-0.1
CC(=O)c1cccc(NC(=O)N2CC(C)OC(C)C2)c1 (stereo not drawn)	-3	-2	-2	i	-3	-2	-8	2	-0.7
COc1ccc(/C=N/NC(=O)c2ccc3nc[nH]c3c2)cc1OC	-2	-5	-1	i	-4	2	-2	3	2.2
CCOc1ccc(S(=O)(=O)N2CCCCC2)cc1NC(=O)Cc1cc(OC)c(OC)c(OC)c1	-9	-1	-1	i	14	5	-2	-14	-1.5
Cc1ccc(/C=N\Nc2nc3ccc(Cl)cc3[nH]2)o1	0	0	2	i	6	7	-24	-4	4.7*
Cn1c(=O)c2c(nc(Br)n2CCSc2ncccn2)n(C)c1=O	-7	0	2	i	6	2	-2	18	-0.9
CCC1CCCCN1C(=O)Cn1c(=O)oc2ccccc21 (stereo not drawn)	-8	-2	1	i	7	1	-8	-1	-1.1
COc1ccc(C2=Nn3c(nnc3-c3ccccn3)SC2)cc1OC	-10	-3	-4	i	9	8	-6	-12	2.7
C=CCC1c2cccc(C(=O)O)c2C(=O)N1c1cccc(C)c1 (stereo not drawn)	-3	-4	2	i	7	3	7	10	-0.2
CCCCNC(=O)Cn1nc(Cc2ccncc2)c2ccccc2c1=O	-1	1	-1	i	7	2	4	9	-0.5
Nc1nc(-c2ccc(Cl)cc2)nnc1-c1ccc(Br)cc1	0	-3	4	i	-9	0	4	-9	-0.8
Following part
SMILES	FAS-TE inh	MsrA act	Rin1 Abl inh	Neddylation inh	SKN-1 block	MT1-MMP act inh	E coli Lon inh	CendR NRP1 mod	MsrA inhibitor
COc1cccc(Nc2ccc(C(=O)O)cc2[N+](=O)[O-])c1	-6	-5	1	i	5	5	-5	-3	-0.7
CCCCC/C=C\C[C@H](O)/C=C/c1cccc(C[C@H](O)CCCCO)n1	3	-4	0	i	3	-5	-5	-25	0.1
CC1=N/C(=C\c2ccc([N+](=O)[O-])cc2)C(=O)N1c1cc(Cl)ccc1C	4	-3	1	i	-7	2	-14	-93	2.8
O=C(Nc1nc2cc3c(cc2s1)OCCO3)c1ccncc1	-7	-2	0	i	8	-2	0	-3	2.6
O=C(Cn1c(=O)n(-c2ccccc2)c(=O)c2oc3ccccc3c21)Nc1ccccc1	0	-1	1	i	22	4	-3	11	1.1
COc1cccc(CC(=O)OCC(=O)NCCc2ccc(F)cc2)c1	-5	-4	0	i	-29	1	-4	4	1.2
Cc1ccc(-c2noc(COc3ccccc3C)n2)cc1	30	8.1*	1	i	-15	-5	-4	-2	1.3
CCNc1nc(NCC)nc(-n2nc(C)cc2C)n1	-9	-2	2	i	-5	4	-9	-12	0.1
Cc1c(Cl)cccc1NC(=O)CNC(=O)c1ccccc1F	-3	-2	-1	i	6	4	5	2	-0.8
CCCOc1ccc(/C=N/NC(=O)CN(c2ccc(OCC)cc2)S(C)(=O)=O)cc1	4	-3	-2	i	-2	8	-16	-8	0.2
COCCCNC(=O)CCc1ccccc1	-5	-1	0	i	10	1	-3	20	0.4
Cc1cccc(N(CC(=O)NC2CCCC2)C(=O)CCC(=O)Nc2cc(C)on2)c1	-5	-2	-1	i	0	6	3	13	-0.2
CC1C(=O)N(Cc2cn(Cc3ccco3)nn2)CCS(=O)(=O)N1Cc1ccc(-c2ccncc2)cc1 (stereo not drawn)	-4	-3	-1	i	-16	-3	-8	-8	0.1
CCCS(=O)(=O)c1nc(S(=O)(=O)c2ccc(C)cc2)c(NCc2ccc3c(c2)OCO3)s1	27	-3	-6	i	4	-2	-7	-6	0.0
O=C(NC12CC3CC(CC(C3)C1)C2)C12CC3CC(C1)CC(n1cnc(Cl)n1)(C3)C2	9	-8	0	i	2	3	6	0	-0.6
S=c1[nH]c2ccc3ccccc3c2[nH]1	-8	-3	-1	i	1	1	-6	2	1.8
CC(=O)N1CCSc2ccc(S(=O)(=O)N3CCC(C)CC3)cc21	-6	0	1	i	17	8	-3	12	0.7
COC(=O)c1cc(S(=O)(=O)NCc2cccc(OC)c2)cn1C	-2	-5	2	i	-1	5	6	3	0.5
COc1cc(/C=N/NC(=O)C2c3ccccc3Oc3ccccc32)ccc1O	0	-5	-3	i	4	5	0	-6	0.4
CSc1ccc(S(=O)(=O)NCC(=O)OCC(=O)NCc2ccco2)cc1[N+](=O)[O-]	-8	-3	-1	i	-12	6	4	4	0.3
O=c1[nH]c2cc3c(cc2cc1C(c1nnnn1CC1CCCO1)N1CCCCCC1)OCCO3 (stereo not drawn)	-5	-4	1	i	0	-2	-4	-15	3.1
COc1ccccc1-c1nc2ccccc2nc1-c1ccccc1	22	-2	-4	i	8	1	-4	0	1.5
COc1ccc(-c2cc3c(=O)n(CC(=O)N4CCCC4)ncn3n2)cc1	-9	0	-5	i	-4	2	-5	4	1.3
CCn1cc(/C=C(\NC(=O)c2ccccc2OC)C(=O)N2CCOCC2)c2ccccc21	0	-3	-2	i	7	0	8	2	2.8
CCOC(=O)c1c(C)[nH]c(C(=O)COC(=O)C23CC4CC(CC(Cl)(C4)C2)C3)c1C	21	-12	-14	i	1	-4	2	25	-0.3
More results.
SMILES	FAS-TE inh	MsrA act	Rin1 Abl inh	Neddylation inh	SKN-1 block	MT1-MMP act inh	E coli Lon inh	CendR NRP1 mod	MsrA inhibitor
CS(=O)(=O)CCC(C(=O)N1CCOCC1)N1C(=O)c2cc(Cl)c(Cl)cc2C1=O (stereo not drawn)	-1	1	2	i	3	5	4	-10	0.5
COC(=O)c1c(C)noc1-c1cc(C)on1	3	-10	-2	i	-12	0	-7	6	-0.4
CCOC(=O)C1=C(C)N=c2s/c(=C3/C(=O)Nc4ccccc43)c(=O)n2C1c1ccc(C)cc1 (stereo not drawn)	21	-3	2	i	-3	5	2	-4	0.5
CCOc1ccc(CC(=O)OCn2nnc3ccccc3c2=O)cc1	27	-9	-4	i	4	0	-1	17	0.5
Cn1cnnc1SCC(=O)n1c2ccccc2c2ccccc21	0	-4	-1	i	-4	1	0	0	2.2
CCOC(=O)c1c(CSc2nc(C)cc(C)c2C#N)n(C)c2cc(Br)c(OC(C)=O)cc12	37	-6	1	i	6	-8	4	10	0.0
COC(=O)CN1CC(=O)N(c2ccccc2)C1=S	-9	-2	0	i	0	3	2	-2	0.3
CS(=O)(=O)N1CCC(C(=O)N2CCc3ccccc3C2)CC1	-12	0	-2	i	13	-2	0	0	0.2
COc1ncnc2c1NC(=O)CS2	-2	-4	2	i	7	-4	-4	1	-0.2
COc1ccc(NC(=O)C2Cc3c(-c4ccc5c(c4)OCO5)ccnc3O2)cc1 (stereo not drawn)	5	-1	-2	·	4	-4	-11	-11	-0.6
CCOc1ccc(N2CC(C(=O)Nc3cccc(S(=O)(=O)NC4=NCCC4)c3)CC2=O)cc1 (stereo not drawn)	0	-2	2	i	-4	4	-15	3	-0.6
Nc1nnc(CSCc2ccc(Cl)cc2)s1	-6	0	1	i	1	3	-8	1	-1.0
COc1ccc(S(=O)(=O)N2CCC(C(=O)NC3CC3)CC2)cc1C	-4	-1	-1	i	-1	1	-1	16	0.0
O=C(C(Br)=Cc1ccccc1)c1ccccc1	2	-16	3	i	-8	-3	-11	0	0.4

Structures from the list above with an aryl methoxy group:
SMILES	FAS-TE inh	MsrA act	Rin1 Abl inh	Neddylation inh	SKN-1 block	MT1-MMP act inh	E coli Lon inh	CendR NRP1 mod	MsrA inhibitor
COc1ccccc1CNC(=O)CN1C(=O)c2ccc([N+](=O)[O-])cc2C1=O	25	0	-1	i	13	-3	10	1	-0.7
COc1ccc(OC(=O)N2C/C(=C/c3ccccc3)C(=O)/C(=C\c3ccccc3)C2)cc1	20	-2	1	i	1	-19	-13	0	0.6
COc1cccc(C(=O)NC(Cc2ccccc2)c2ccc3c(c2)OCCCO3)c1 (stereo not drawn)	20	0	2	i	-2	-3	-4	0	0.6
COc1ccc(/C=N/NC(=O)c2ccc3nc[nH]c3c2)cc1OC	-2	-5	-1	i	-4	2	-2	3	2.2
CCOc1ccc(S(=O)(=O)N2CCCCC2)cc1NC(=O)Cc1cc(OC)c(OC)c(OC)c1	-9	-1	-1	i	14	5	-2	-14	-1.5
COc1ccc(C2=Nn3c(nnc3-c3ccccn3)SC2)cc1OC	-10	-3	-4	i	9	8	-6	-12	2.7
COc1cccc(Nc2ccc(C(=O)O)cc2[N+](=O)[O-])c1	-6	-5	1	i	5	5	-5	-3	-0.7
COc1cccc(CC(=O)OCC(=O)NCCc2ccc(F)cc2)c1	-5	-4	0	i	-29	1	-4	4	1.2
COC(=O)c1cc(S(=O)(=O)NCc2cccc(OC)c2)cn1C	-2	-5	2	i	-1	5	6	3	0.5
COc1cc(/C=N/NC(=O)C2c3ccccc3Oc3ccccc32)ccc1O	0	-5	-3	i	4	5	0	-6	0.4
COc1ccccc1-c1nc2ccccc2nc1-c1ccccc1	22	-2	-4	i	8	1	-4	0	1.5
COc1ccc(-c2cc3c(=O)n(CC(=O)N4CCCC4)ncn3n2)cc1	-9	0	-5	i	-4	2	-5	4	1.3
CCn1cc(/C=C(\NC(=O)c2ccccc2OC)C(=O)N2CCOCC2)c2ccccc21	0	-3	-2	i	7	0	8	2	2.8
COc1ncnc2c1NC(=O)CS2	-2	-4	2	i	7	-4	-4	1	-0.2
COc1ccc(NC(=O)C2Cc3c(-c4ccc5c(c4)OCO5)ccnc3O2)cc1 (stereo not drawn)	5	-1	-2	·	4	-4	-11	-11	-0.6
COc1ccc(S(=O)(=O)N2CCC(C(=O)NC3CC3)CC2)cc1C	-4	-1	-1	i	-1	1	-1	16	0.0
